From PubChem
HEK293 viab – GF-AFC viability counterscreen for inhibitors of alpha-synuclein gene (SNCA) expression | HEK-293-SNCA-luc viability, GF-AFC fluorescence, 24 h | Potency, µM (series often up to 57.1 µM), inactives show at the highest dose activity change, negative = cytotoxicity, actives largely listed as cytotoxic | 0.12% of 150,000 active | AID 1671193, 2021;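 also: potency is read from the fitted curve at half-maximal effect; 0% = DMSO-treated cells and -100% = medium-only wells without cells; nearly all actives have a fitted effect of over 30% in size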
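Cytotoxicity counterscreen: after 24 h compound treatment of genome-edited SNCA-luciferase HEK-293 cells, live-cell protease substrate GF-AFC read by fluorescence after 30 min; activity scaled between DMSO (0%) and medium-only (-100%), curves Hill-fitted.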
IP6K1 inhibitor – Primary qHTS assay for small molecule inhibitors of Inositol hexaphosphate kinase 1 (IP6K1) | 0.81% of 140,000 active | activity change, % (series mostly up to about 58 µM) | Inositol hexakisphosphate kinase 1 (Homo sapiens), Q92551 | IP6K1 kinase, ADP-Glo luminescence, 2 h; active compounds read low; in the data active = activity change below about -25%
Target sequence (Q92551 whole entry, looked up): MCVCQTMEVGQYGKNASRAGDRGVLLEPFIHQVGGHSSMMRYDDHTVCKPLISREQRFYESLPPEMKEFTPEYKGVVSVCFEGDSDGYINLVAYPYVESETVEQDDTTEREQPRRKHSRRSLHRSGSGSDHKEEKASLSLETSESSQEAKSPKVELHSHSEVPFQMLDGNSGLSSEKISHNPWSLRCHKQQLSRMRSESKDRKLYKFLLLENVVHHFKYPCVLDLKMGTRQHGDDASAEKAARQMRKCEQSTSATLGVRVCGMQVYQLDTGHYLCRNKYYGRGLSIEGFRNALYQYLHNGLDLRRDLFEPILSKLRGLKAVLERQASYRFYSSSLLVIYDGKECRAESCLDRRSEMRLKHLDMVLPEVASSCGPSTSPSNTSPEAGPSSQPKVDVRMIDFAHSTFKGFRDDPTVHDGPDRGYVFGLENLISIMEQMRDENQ
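ADP-Glo luminescence measures ADP made by human IP6K1 during a 2 h RT reaction with ATP/IP6 (mix at 1.3 mM/130 uM); top library doses 57.5 and 19.1 uM final.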
Luciferase inh – Firefly luciferase inhibition profiling of diverse chemical library using quantitative high-throughput screening. Luciferin 4-monooxygenase (Photinus pyralis), P08659. purified P. pyralis luciferase, luminescence, biochemical. Potency, µM (series often up to 115 µM), without a hit: top-dose activity change, negative = inhibition, hits mostly inhibitors. 2.5% of 76,000 active. AID 1347043, 2019; also: potency is read from the fitted curve at half-maximal effect; nearly all actives have a fitted effect of over 65% in size
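Biochemical qHTS: compound (6-point titration) added to 10uM D-luciferin plus 10uM ATP in Tris acetate pH 7.5 buffer with Mg, Tween-20 and BSA, then purified enzyme at 10nM; light output imaged.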
GPT2 inh – Primary qHTS assay for inhibitors of Glutamate pyruvate transaminase 2 (GPT2); Alanine aminotransferase 2 (Homo sapiens), Q8TD30; Recombinant GPT2, coupled pyruvate oxidase/HRP Amplex Red fluorescence; Potency, µM (titrated, usually from 57.7 µM), for the others: at the top dose activity change, negative = inhibition, hits mostly inhibitors; 0.25% of 100,000 active; AID 1671188, 2021; also: potency is read from the fitted curve at half-maximal effect; nearly all actives have a fitted effect of over 60% in size; many of its hits are not listed in these tables
Target sequence (Q8TD30 whole entry, looked up): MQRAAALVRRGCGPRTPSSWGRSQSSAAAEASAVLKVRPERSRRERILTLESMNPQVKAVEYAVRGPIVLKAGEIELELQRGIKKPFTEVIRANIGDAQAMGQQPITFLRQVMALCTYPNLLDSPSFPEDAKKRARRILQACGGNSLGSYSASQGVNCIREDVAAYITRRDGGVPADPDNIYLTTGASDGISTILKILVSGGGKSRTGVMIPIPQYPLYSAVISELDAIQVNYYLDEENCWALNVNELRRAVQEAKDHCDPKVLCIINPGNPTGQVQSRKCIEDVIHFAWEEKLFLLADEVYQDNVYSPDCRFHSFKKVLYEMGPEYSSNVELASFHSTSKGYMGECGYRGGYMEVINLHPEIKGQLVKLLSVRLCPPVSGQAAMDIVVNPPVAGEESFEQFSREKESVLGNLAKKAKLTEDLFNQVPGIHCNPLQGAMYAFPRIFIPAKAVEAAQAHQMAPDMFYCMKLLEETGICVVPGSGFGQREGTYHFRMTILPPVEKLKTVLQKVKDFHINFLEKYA
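Recombinant GPT2 (10ng/uL) with 250uM a-KG and 2mM L-alanine, 30 min at room temperature, in HEPES pH 7.5 buffer. Pyruvate detected by pyruvate oxidase/HRP/Amplex Red fluorescence after 30 min in the dark; AOA (50uM) as positive control.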
SNCA expr inh – Primary qHTS assay for inhibitors of alpha-synuclein gene (SNCA) expression; Potency, µM (highest dose often 57.2 µM), for inactives: at the top dose activity change, negative = inhibition, usual class: inhibitors; 0.17% of 140,000 active; HEK-293 SNCA-luciferase knock-in, luminescence, 24 h;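 also: potency is read from the fitted curve at half-maximal effect; plate controls were DMSO cells for no effect and cell-free wells for full effect; nearly all actives have a fitted effect of over 45% in size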
3T3 cytotox – Cytotoxic Profiling in NIH 3T3 Cell Line of Diverse Libraries Using Quantitative High-Throughput Screening. 4.3% of 94,000 active. Potency, µM (titrated, usually from 96.7 µM), without a hit: top-dose activity change, negative = cytotoxicity, most hits filed as inhibitors. NIH 3T3 viability, CellTiter-Glo ATP luminescence, 48-72 h; also: potency is read from the fitted curve at half-maximal effect; nearly all actives have a fitted effect of over 55% in size
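Luminescent ATP readout (CellTiter-Glo, 10 min RT) after 48 or 72 hr compound exposure of NIH 3T3 cells seeded at 400 cells/well in 1536-well format; quantitative HTS.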
HEK293 tox – Cytotoxic Profiling in HEK 293 Cell Line of Diverse Libraries Using Quantitative High-Throughput Screening. HEK 293 viability, ATP luminescence (CellTiter-Glo), 48-72 h. Potency, µM (titrated, usually from 115 µM), inactives show at the top dose activity change, negative = cytotoxicity, usual class: inhibitors. 6.6% of 94,000 active. AID 1345083, 2018; also: potency is read from the fitted curve at half-maximal effect; nearly all actives have a fitted effect of over 60% in size
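Cells seeded first (HEK 293, 250 cells/well), then compound added by pintool. Incubation ran 48 or 72 hr at 37 degree Celsius. CellTiter-Glo was added and luminescence imaged after 10 min at room temperature.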
Active calls of the source: *; i = inactive; u = inconclusive; x = no result given; [ ] = another dose, or the depositor's remark. Unless noted, calls follow the shape of the dose curve; as a rule, active = well fitted curve in the direction sought with a large enough effect; inconclusive = small, poorly fitted or top-dose-only effect, or another doubt; inactive = no such curve, though single readings can be large; an effect the other way counts as inactive or inconclusive. Unless noted, % is scaled to controls: 0 for no effect and ±100 for the full control effect.

nr | Structure | HEK293 viab | IP6K1 inhibitor | Luciferase inh | GPT2 inh | SNCA expr inh | 3T3 cytotox | HEK293 tox
1 | C=C1C(OC(C)=O)CCC2(C)CC3(O)OC(=O)C(C)=C3CC12 (stereo not given) | -13.8% | -6.7 | x | 2.3%[27.3 µM] | x | x | x
2 | COc1ccc(OC)c(CNC(=O)C2(CCO)CCN(c3ncccn3)C2)c1 (stereo not given) | 1.9% | 4.0 | 8.9% | i | -10.7% | -10.8% | -12.6%
3 | O=C1CC2CCCC(C1)N2C(=O)c1cccnc1 | -4.3%[87.6 µM] | 22.6 | 0.9%[172 µM] | -4.7%[88.5 µM] | -26.3%[87.6 µM] | -13.3%[138 µM] | -3.2%[172 µM]
4 | CN(C)CCCC(=O)N1CCC2(CC1)CN([S+](C)(=O)[O-])Cc1ccccc1O2 | 5.6% | 18.6 | x | i | u | -15.6% | -0.4%
5 | COc1ccccc1CNC(=O)CCCn1c(=O)c2ccccc2n(CC(=O)Nc2c(C)cc(C)cc2C)c1=O | 11.6% | 16.1 | x | x | 34.4%[activator] | x | x
6 | Cc1oc2ccc(O)c(CN3CCCC(C)C3)c2c1C(=O)Nc1ccccc1 (stereo not given) | -8.9% | -14.4 | x | x | -23.3% | x | x
7 | COc1cccc(CC(=O)N2CCCN(C(=O)C3CC3)c3ccccc32)c1 | -11.6% | -10.7 | 19.3% | -0.3% | 14.1% | -20.9% | -10.0%
8 | COC[C@@H]1OC[C@@]2(C)C3CC[C@@H](O)[C@@H](CC(=O)NCc4cccs4)[C@]3(C)CC[C@H]2O1 (stereo not given in full) | 1.9% | 23.6 | -0.6% | 2.8% | 4.6% | -20.4% | -3.2%
9 | COc1ccccc1OCC(=O)NC1CC(=O)N(Cc2ccccc2Cl)C1 (stereo not given) | -3.5% | 6.3 | 0.0% | u | 22.2% | -6.2% | -13.4%
10 | O=C(Cn1nc2n(c1=O)CCCC2)NCCCc1ccccc1 | 5.7% | 0.0 | 2.3% | i | 59.4%[activator] | 4.5% | 9.9%
11 | COc1ccc(-c2c(-c3cc(C(=O)O)ccn3)ncn2C)cc1 | -20.3% | -34.7* | x | -25.9% | x | x | x
12 | CCC(C)NC(=O)c1ccc2nc(CCc3ccccc3)oc2c1 (stereo not given) | 1.4% | 20.3 | x | x | 113.9%[activator] | x | x
13 | CCc1cccc2c(C(CC(=O)N3CCCCC3)c3cccc(C)c3)c[nH]c12 (stereo not given) | 2.8% | 10.3 | -3.6% | i | 10.9% | -29.5% | u
14 | CC(C)(C)c1ccc(S(=O)(=O)c2cn(CC(=O)Nc3ccccc3)c3ccccc3c2=O)cc1 | -18.7% | 18.6 | x | x | -3.9% | x | x
15 | COc1cccc(-c2cc(C(=O)NCCc3ccc(C)cc3)[nH]n2)c1 | 15.3% | 7.0 | x | x | u | x | x
16 | N[S+](=O)([O-])c1ccc2c(c1)OCCN(CCc1ccccc1)C2 | 0.1%[87.6 µM] | -6.7 | 10.6%[172 µM] | -13.8%[88.5 µM] | u | u | u
17 | Cc1ccccc1CN1C(=O)c2ccccc2S(=O)c2ccc(C(=O)NCc3ccccc3)cc21 (stereo not given) | -9.0% | -1.3 | x | x | 33.5%[activator] | x | x
18 | Cc1csc2nc(COC(=O)c3ccccc3NC(=O)c3ccc(C(C)(C)C)cc3)cc(=O)n12 | -0.9% | -9.2 | x | x | -7.9% | x | x
19 | CS(=O)(=O)NCCC(=O)N1CCC2(CC1)[C@H](O)C[C@@H]2OCCO | -2.0% | -5.9 | 6.8% | 3.2% | -0.3% | 1.8% | i
20 | CCn1ccnc1CN(C)Cc1cn(C)nc1-c1ccc(Oc2ccccc2)cc1 | -5.6% | 12.3 | 1.1% | -17.9% | -16.2% | u | 39.8µM*
21 | CCCNC(=O)[C@@H]1CCCN1[C@@H](C(=O)NC)c1ccccc1 | 2.8%[87.6 µM] | -0.5 | -2.5%[172 µM] | 1.6%[88.5 µM] | u | -8.5%[174 µM] | -25.8%[172 µM]
22 | CC(=O)N1CCC(NC[C@@H]2C=C(C)[C@H](Cc3nc4ccc(Cl)cc4[nH]3)C[C@H]2C(C)C)CC1 | 2.1% | 14.8 | 11.8% | 3.4% | -6.1% | -2.0% | -6.7%
23 | O=C(NCc1ccncc1)c1nc2c(o1)CCN(Cc1ccccc1F)CC2 | -0.7%[87.6 µM] | 1.6 | 10.3%[172 µM] | 1.0%[88.5 µM] | 2.6%[87.6 µM] | -26.1%[138 µM] | u
24 | COc1ccc(Cn2c(SCc3ccc(C(=O)NCc4cccs4)cc3)nc3cccnc32)cc1 | -19.6% | 22.8 | x | x | -0.3% | x | x
25 | O=C(NCc1nnc2cc(-c3nc(C4CC4)no3)ccn12)c1ccc2[nH]ccc2c1 | u | -7.6 | 2.6% | i | u | u | u
26 | COc1cccc(CNC(=O)[C@@H]2C[C@@H](O)CN2C2CCN(C(=O)Cc3cccc(F)c3)CC2)c1 | 0.9% | -5.0 | -2.1% | i | 5.2% | -11.1% | -7.1%
27 | CCOc1ccc(-c2cc(NC(=O)c3c(F)cccc3F)c(C(=O)OC)s2)cc1 | 6.0% | 3.8 | x | x | 28.6% | x | x
28 | COCc1cccc(-c2n[nH]c3c2CC(=O)N(Cc2ccccc2)C3)c1 | -2.1%[87.6 µM] | 12.3 | 1.8%[172 µM] | -1.0%[88.5 µM] | -0.5%[87.6 µM] | u | u
29 | CS(=O)(=O)Nc1ccc(C2(C(=O)NCc3cccs3)CCCCC2)cc1 | 7.2% | 14.3 | 0.0% | 2.7% | 2.7% | -27.2% | -31.6%
30 | CC(C)C[C@@H](NC(=O)C1=C[C@@H](NC(=O)c2ccc(F)c(Cl)c2)[C@@H](O)[C@H](O)C1)C(N)=O | 5.1% | -0.8 | -6.1% | 3.3% | -14.6% | 0.6% | i
31 | Cc1ccc(NC(=O)CCS(=O)(=O)c2ccc3nc(C)sc3c2)cc1 | -3.2% | -0.5 | x | x | 36.2% | x | x
32 | O=C1CCN(C(=O)c2cccnc2)CCCC(c2nc(-c3ccccc3)no2)CCN1 (stereo not given) | 2.5% | 4.1 | -13.5% | i | 1.1% | -8.9% | -12.1%
33 | Cc1ccc(-n2nc(C)c3c(C)c(CCC(=O)NC(C)c4ccccc4)c(C)nc32)cc1 (stereo not given) | -1.1% | 15.1 | x | x | 27.2% | x | x
34 | Cc1ccc(C)c(N2CCN(C(=O)C3CCN(c4nc(-c5ccc(C(C)C)cc5)no4)CC3)CC2)c1 | -3.8% | 3.4 | x | x | u | x | x
35 | O=C(Cc1cccc(Cl)c1)NC1CCN(C(=O)c2ccc(-c3cccs3)cc2)CC1 | 8.8%[12.5 µM] | 20.4 | x | -11.3% | -12.9% | u | u
36 | CC(C)c1ccc(CC(=O)N2CCCc3ncc(C(=O)Nc4ccc5[nH]ccc5c4)cc32)cc1 | u | 4.2 | -16.9% | -16.1% | -6.5% | u | 35.5µM*
37 | CCC[C@@H]1C[C@@H](C(=O)N[C@@H]([C@H]2O[C@H](SC)[C@H](O)[C@@H](O)[C@H]2O)[C@@H](C)O)N(C)C1 | -8.4% | -5.7 | x | i | 0.9% | x | x
38 | CCCCOc1ccc(C(=O)NCCc2csc3nc(-c4ccccc4F)nn23)cc1 | 10.4% | -3.2 | x | x | -0.9% | x | x
39 | Cc1ccc(C2=NN(CCC(=O)NCCc3cccc(C)c3)C(=O)CC2)cc1 | 14.8% | -16.4 | x | x | -4.4% | x | x
40 | CCOc1ccc(Nc2c3c(nc4nncn24)CCC3)cc1 | -2.3% | -14.3 | x | x | 17.7% | x | x
41 | CC(C)[C@@H]1CN(C(=O)CCn2ccc(=O)[nH]c2=O)C[C@H]1NS(C)(=O)=O | -1.6% | 4.1 | 0.7% | -10.5%[11.5 µM] | 10.2% | -0.3% | -7.8%
42 | CCOC(=O)c1cccc(NC(c2nnc(-c3ccccc3)o2)c2ccccc2F)c1 (stereo not given) | -15.6% | 22.9 | x | x | 2.0% | x | x
43 | COc1cccc(-c2ccc(C(=O)N3CCC(C(=O)N4CCOCC4)CC3)cc2)c1 | -1.2%[12.5 µM] | -8.9 | x | i | -1.6% | -22.5% | -11.3%
44 | COCCOC1CCOC2(CCN(C(=O)COc3ccccc3)CC2)C1 (stereo not given) | 6.6%[12.5 µM] | 2.8 | -5.8% | i | -5.0% | i | -1.0%
45 | CCOc1ccc2c(n1)CCN(C(=O)c1cc(OC)cc(OC)c1)C2 | 1.8%[12.5 µM] | 9.0 | 5.4% | i | 15.4% | -10.0% | u
46 | CCOc1ccccc1NC(=O)N1CCC(Cc2noc(C3CCOCC3)n2)C1 (stereo not given) | -6.0% | 11.6 | 8.2% | 4.3% | 7.5% | i | 8.6%
47 | Cc1cccc(N2C(=O)CS(=O)(=O)C23C(=O)N(Cc2c(F)cccc2Cl)c2ccccc23)c1 (stereo not given) | -6.8% | 12.7 | x | x | u | x | x
48 | CCC(=O)N1CCc2cc(CNS(=O)(=O)c3cc(OC)ccc3OC)ccc21 | 11.5% | 3.5 | x | x | -13.2% | x | x
49 | O=C1CN(C(=O)c2cccc(C(F)(F)F)c2)CC(OCc2cccnc2)CN1CC1CCOCC1 (stereo not given) | 3.9% | 6.3 | 5.9% | i | 26.4% | i | 9.0%
50 | N[C@H](Cc1ccccc1)C(=O)N1CCC2(CC1)Nc1ccccc1NC2=O | -0.7% | -11.4 | 2.4% | i[11.5 µM] | 5.5% | 0.1% | i
51 | COc1cccc(CNC(=O)c2cc(-c3ccc(Cl)cc3)n[nH]2)c1 | 17.8% | -2.8 | x | x | 53.9%[activator] | x | x
52 | C[S+](=O)([O-])c1ccc(-c2cc(C(=O)NC3CCCC3)nn3cccc23)cc1 | -28.1% | -10.2 | x | i | u | u | u

Full records as entered above. Screens in order: HEK293 viab	IP6K1 inhibitor	Luciferase inh	GPT2 inh	SNCA expr inh	3T3 cytotox	HEK293 tox
O=C(Cn1nc2n(c1=O)CCCC2)NCCCc1ccccc1 reads 5.7%	0.0	2.3%	i	59.4%[activator]	4.5%	9.9%
COc1cccc(CC(=O)N2CCCN(C(=O)C3CC3)c3ccccc32)c1 reads -11.6%	-10.7	19.3%	-0.3%	14.1%	-20.9%	-10.0%
COc1cccc(-c2ccc(C(=O)N3CCC(C(=O)N4CCOCC4)CC3)cc2)c1 reads -1.2%[12.5 µM]	-8.9	x	i	-1.6%	-22.5%	-11.3%

These rows are one share of the data; count on the stated rates, not on these rows.
